# Bioassay records from PubChem.
# PLCg1 inh = PLC-gamma1 enzyme inhibitors, primary screen, biochemical, fluorescence, purified enzyme; 1-phosphatidylinositol 4,5-bisphosphate phosphodiesterase gamma-1 (Homo sapiens), P19174; fluorogenic substrate; inhibition, % at 12.2 µM; 370,000 tested, 0.84% active; AID 720700, 2013; in the data active means inhibition above about 9.5%
# PLCb3 inh = human PLC-beta3 inhibitors, primary screen, biochemical, fluorescence; 1-phosphatidylinositol 4,5-bisphosphate phosphodiesterase beta-3 (Homo sapiens), Q01970; Purified PLC-beta3, fluorogenic substrate; inhibition, % at 12.2 µM; 370,000 tested, 0.18% active; AID 720704, 2013; in the data active means inhibition above about 11%;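 further: 0% = median of compound wells on plate and 100% = full blocker control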
# ARFGAP1 inh = inhibitors of rat ARFGAP1 GAP activity, primary screen, biochemical, fluorescence polarization, GDP tracer; AID 651572, 2012; ADP-ribosylation factor GTPase-activating protein 1 (Rattus norvegicus), Q62848; inhibition, % at 16.5 µM; Arfgap1-stimulated ARF1 GTP hydrolysis, GDP FP detection; 360,000 tested, 0.26% active;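 active means inhibition above a per-plate limit, mean inhibition of low control wells plus 3 SD, cut at about 25% in these data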;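 further: 0% = DMSO wells with enzyme and 100% = wells lacking Arfgap1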
# Target sequence (Q62848 1-136 limits assumed): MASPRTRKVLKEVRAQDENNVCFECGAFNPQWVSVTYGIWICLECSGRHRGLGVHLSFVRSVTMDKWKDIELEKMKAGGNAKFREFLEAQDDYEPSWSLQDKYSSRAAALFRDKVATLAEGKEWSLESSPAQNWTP
#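 Assay system: purified rat His6-Arfgap1 residues 1-136 (GAP domain); Reagent: human Δ17 ARF1 bound to GTP; Dosing: 16.5 µM single point, 1.26% DMSO; Times: GTP hydrolysis reaction 2 h at 25 °C; Signal: FP, GDP Alexa 633 tracer displaced from anti-GDP antibody, 620/688 nm; Measure: % inhibition from polarization.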
# KLK7 zymogen act = proKLK7 zymogen activators, primary screen, biochemical, fluorescence intensity | purified proKLK7, EDANS-DABCYL substrate fluorescence; 100% is mature enzyme control, 0% vehicle | activation, % at 7 µM | 370,000 tested, 0.9% active;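 active means activation above the mean of all tested compounds plus 3 SD, computed per campaign excluding outliers beyond control limits, cut at about 13% in these data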
# Target sequence (P49862 whole entry, looked up): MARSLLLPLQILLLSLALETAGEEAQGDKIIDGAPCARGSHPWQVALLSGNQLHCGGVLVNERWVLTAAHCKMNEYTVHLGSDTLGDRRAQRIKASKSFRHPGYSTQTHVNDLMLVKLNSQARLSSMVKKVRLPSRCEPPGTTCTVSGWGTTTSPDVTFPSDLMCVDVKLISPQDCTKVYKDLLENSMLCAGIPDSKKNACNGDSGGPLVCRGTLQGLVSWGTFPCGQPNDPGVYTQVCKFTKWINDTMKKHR
# DDE Tn7 FP inh = inhibitors of Tn7 peptide binding to fibrin DD(E), primary screen, biochemical, fluorescence polarization, human fibrin, Tn7 probe; Fibrinogen beta chain (Homo sapiens), P02675; FP displacement of FITC-Tn7 peptide from fibrin DD(E); 0% = median of compound wells per plate; inhibition, % at 8.3 µM; 370,000 tested, 0.13% active;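 active means inhibition above the mean of compounds falling within the control limits plus 3 SD of them, cut at about 14% in these data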;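 further: 0% = plate median of compound wells and 100% = 10 µM Aha-Tn7 peptide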
# Target sequence (P02675 whole entry, looked up): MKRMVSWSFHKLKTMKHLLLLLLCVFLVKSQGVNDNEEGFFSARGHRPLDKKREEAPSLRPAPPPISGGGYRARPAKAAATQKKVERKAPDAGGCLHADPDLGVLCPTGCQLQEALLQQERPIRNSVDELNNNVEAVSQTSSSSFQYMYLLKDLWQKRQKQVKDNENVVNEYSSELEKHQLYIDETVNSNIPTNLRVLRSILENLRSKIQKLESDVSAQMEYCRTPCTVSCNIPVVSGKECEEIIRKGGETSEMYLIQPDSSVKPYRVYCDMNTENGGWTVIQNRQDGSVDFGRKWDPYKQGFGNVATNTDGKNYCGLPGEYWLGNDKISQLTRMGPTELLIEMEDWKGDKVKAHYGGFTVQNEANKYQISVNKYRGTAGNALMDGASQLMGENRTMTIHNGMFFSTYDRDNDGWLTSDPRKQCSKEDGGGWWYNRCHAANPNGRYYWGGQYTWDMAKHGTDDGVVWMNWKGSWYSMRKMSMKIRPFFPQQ
#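 Test system – human fibrin DD(E) · Times – 10 min preincubation, 3 h with tracer, room temperature · Detection – fluorescence polarization of the labelled Tn7 tracer · Measure – percent inhibition normalized to high-control wells · Benchmarks – high control wells with 10 µM unlabelled Aha-Tn7 peptide (full inhibition) · Repeats – singlicate testing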
# UHRF1 binding = UHRF1 methylated DNA binding inhibitors, primary screen, counter-screen for MBD2 inhibitor project, biochemical, TR-FRET, human UHRF1, single concentration; E3 ubiquitin-protein ligase UHRF1 (Homo sapiens), Q96T88; UHRF1 binding to methylated oligo; inhibition, % at 4.4 µM; 370,000 tested, 0.75% active; AID 687016, 2013; in the data active means inhibition above about 21%;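 further: UHRF1 SRA domain binding a hemimethylated CpG hairpin DNA probe; 0% = median of test compound wells and 100% = reference inhibitor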
# ASAP1 GAP inh = inhibitors of human ASAP1 ArfGAP activity, primary screen, biochemical, fluorescence polarization; 360,000 tested, 0.19% active; Arf-GAP with SH3 domain, ANK repeat and PH domain-containing protein 1 (Homo sapiens), …; AID 624377, 2012; inhibition, % at 16.5 µM; ASAP1-stimulated ARF1 GTP hydrolysis, GDP FP detection; in the data active means inhibition above about 25%;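 further: 0% = vehicle with enzyme and substrate and 100% = no enzyme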
# ADAM17 inh = ADAM17 inhibitors, primary screen, biochemical, QFRET; recombinant ADAM17, EDANS/DABCYL FRET peptide cleavage; inhibition, % at 6.95 µM; 370,000 tested, 0.83% active; AID 720648, 2013;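 active means inhibition above the mean of compounds lying between control limits plus 3 SD, set per campaign, cut at about 8.5% in these data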;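 further: 0% = DMSO-only wells as the low control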
# DDE Tn6 FP inh = inhibitors of Tn6 peptide binding to fibrin DD(E), primary screen, biochemical, fluorescence polarization, human fibrin, Tn6 probe. Fibrin DD(E) TRITC-Tn6 fluorescence polarization displacement. inhibition, % at 8.3 µM. 370,000 tested, 0.21% active. AID 720509, 2013;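 active means inhibition above a per-campaign cutoff: mean of compounds within control limits plus 3 SD, cut at about 15% in these data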;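 further: 0% = median of all compound wells on the plate and 100% = blocking peptide control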
# MBD2 DNA inh = inhibitors of MBD2 binding to methylated DNA, primary screen, biochemical, TR-FRET, DNA-binding domain, human | MBD2 binding to methylated oligonucleotide | inhibition, % at 4.4 µM | 370,000 tested, 0.31% active | Methyl-CpG-binding domain protein 2 (Homo sapiens), Q9UBB5 | AID 686964, 2013; in the data active means inhibition above about 13%
# Active calls of the source: *; nt = no result given.
No.	canonical_smiles	PLCg1 inh	PLCb3 inh	ARFGAP1 inh	KLK7 zymogen act	DDE Tn7 FP inh
1	N#Cc1cccc(NC(=O)Cn2cnc(S(=O)(=O)N3CCCC3)c2)c1	3	-7	-2	0.0	-5
2	CC1CCN(C(=O)C(Cc2ccccc2)n2cccc2)CC1 (stereo unspecified)	-2	0	3	-0.5	2
3	O=C(O)C1=C(C(=O)Nc2cc(C(F)(F)F)ccc2Cl)CCCC1	0	-2	-2	0.7	2
4	Cc1cc([N+](=O)[O-])nn1CC(=O)Nc1cc(F)ccc1F	0	-7	-7	-0.6	7
5	CC(C)C(=O)c1cn(CC(=O)NCc2ccc3c(c2)OCO3)c2ccccc12	0	3	5	0.1	-8
6	N#C/C(=C\c1ccc(C#N)cc1)C(=O)c1ccccc1	-12	-20	1	0.5	-3
7	O=C(NCCN1CCCC(O)C1)c1cc(COc2cccc(C(F)(F)F)c2)on1 (stereo unspecified)	4	4	-10	-0.4	1
8	Cc1c(NC(=O)CCc2ccccc2)cccc1[N+](=O)[O-]	0	-1	-5	-0.5	-4
9	O=C(c1ccc(Cl)cc1)N(Cc1cccs1)C1CCS(=O)(=O)C1 (stereo unspecified)	4	4	9	0.1	0
10	O=C(c1ccccc1)N1CCCc2ccccc21	1	1	-4	0.0	-1
11	CC(Oc1ccc2c(-c3ccccc3)cc(=O)oc2c1)C(=O)N[C@H](Cc1c[nH]c2ccccc12)C(=O)O (stereo partly specified)	-9	-13	1	-0.1	-6
12	COc1ccc(C(=O)C2CCCN(Cc3cccn3-c3ccccn3)C2)c(C)c1 (stereo unspecified)	-2	2	-5	0.0	-2

No.	UHRF1 binding	ASAP1 GAP inh	ADAM17 inh	DDE Tn6 FP inh	MBD2 DNA inh
1	1	9	-2	5	2
2	2	-3	-5	-8	4
3	29*	-8	0	-2	-1
4	0	-6	0	7	3
5	4	12	-3	1	3
6	-1	-1	-3	-5	2
7	0	-4	0	0	-3
8	-1	2	2	-3	0
9	2	-9	-1	-8	-4
10	21*	-9	-5	-2	9
11	1	-13	-1	-3	2
12	-4	-12	0	8	0

# Two compounds picked at random from those above, as already listed:
No.	canonical_smiles	PLCg1 inh	PLCb3 inh	ARFGAP1 inh	KLK7 zymogen act	DDE Tn7 FP inh
6	N#C/C(=C\c1ccc(C#N)cc1)C(=O)c1ccccc1	-12	-20	1	0.5	-3
5	CC(C)C(=O)c1cn(CC(=O)NCc2ccc3c(c2)OCO3)c2ccccc12	0	3	5	0.1	-8

No.	UHRF1 binding	ASAP1 GAP inh	ADAM17 inh	DDE Tn6 FP inh	MBD2 DNA inh
6	-1	-1	-3	-5	2
5	4	12	-3	1	3

# The main list resumes; the 4 compounds before the break are reprinted first.
No.	canonical_smiles	PLCg1 inh	PLCb3 inh	ARFGAP1 inh	KLK7 zymogen act	DDE Tn7 FP inh
9	O=C(c1ccc(Cl)cc1)N(Cc1cccs1)C1CCS(=O)(=O)C1 (stereo unspecified)	4	4	9	0.1	0
10	O=C(c1ccccc1)N1CCCc2ccccc21	1	1	-4	0.0	-1
11	CC(Oc1ccc2c(-c3ccccc3)cc(=O)oc2c1)C(=O)N[C@H](Cc1c[nH]c2ccccc12)C(=O)O (stereo partly specified)	-9	-13	1	-0.1	-6
12	COc1ccc(C(=O)C2CCCN(Cc3cccn3-c3ccccn3)C2)c(C)c1 (stereo unspecified)	-2	2	-5	0.0	-2
13	CCC(/C=N/NC(=O)CCCCC(=O)N/N=C/C(CC)CC)CC	1	-1	0	0.1	2
14	C/C(=N\Nc1cccc([N+](=O)[O-])c1)c1ccccc1O	7	2	-1	-0.6	-9
15	CC(OC(=O)CNC(=O)c1cccc(F)c1)C(=O)NC1CCCCC1C (stereo unspecified)	3	7	4	0.0	-7
16	Cc1ccccc1-n1c(SCC(=O)N2CCCC2)nnc1-c1ccccn1	6	4	4	0.6	1
17	COc1ccc(CCNC(=O)C2CCCN2C(=O)Nc2ccc(Cl)cc2)cc1OC (stereo unspecified)	-2	-12	10	-0.8	-1
18	COc1cc(/C=N/NC(=O)c2cccnc2)ccc1OC(=O)c1cc(OC)c(OC)c(OC)c1	1	1	-3	-0.3	0
19	O=C(NCc1ccc(F)cc1)NC(=O)c1ccc(Cl)cc1	3	-3	0	0.3	-9
20	COc1ccc2nc(NC(=O)CS(=O)(=O)Cc3ccccc3)sc2c1	0	4	12	-0.8	-3
21	Cc1ccc(NC(=O)C(C)N2C(=O)c3ccccc3C2=O)cc1 (stereo unspecified)	7	1	6	0.1	1
22	COc1ccc(/C=N/NC(=O)CNC(=O)/C=C/c2ccco2)cc1OC	4	-10	0	-0.3	-5
23	O=C(c1cccs1)N1CCN(C23CC4CC(CC(C4)C2)C3)CC1	4	-6	10	-0.2	-7
24	O=C(CNCCc1ccc(Cl)cc1)Nc1ccc(C(=O)N2CCCCC2)cc1	3	-5	10	-0.2	8

No.	UHRF1 binding	ASAP1 GAP inh	ADAM17 inh	DDE Tn6 FP inh	MBD2 DNA inh
9	2	-9	-1	-8	-4
10	21*	-9	-5	-2	9
11	1	-13	-1	-3	2
12	-4	-12	0	8	0
13	-1	1	4	1	0
14	1	11	7	2	-3
15	0	-5	1	7	0
16	0	-13	0	2	-2
17	1	10	-2	-1	1
18	-1	-8	2	-2	-4
19	0	22	-3	-12	-3
20	4	-9	-3	0	0
21	0	-3	-9	0	6
22	-6	-1	4	-1	-5
23	1	13	0	5	-1
24	-1	-4	-2	1	-1

No.	canonical_smiles	PLCg1 inh	PLCb3 inh	ARFGAP1 inh	KLK7 zymogen act	DDE Tn7 FP inh
25	Cc1cc(C)n(CC(=O)NNC(=O)c2ccc(S(C)(=O)=O)cc2)n1	6	4	10	0.3	0
26	COC(=O)C1=C(C)N(Cc2ccc(F)cc2)C(=S)NC1c1ccc(F)cc1 (stereo unspecified)	4	5	3	0.1	-1
27	C/C(=N\NC(=O)C(=O)Nc1ccc(C)c(Cl)c1)c1ccncc1	-2	-2	6	0.8	-1
28	CCCN1CCN(C(=O)c2cc(COc3ccc4ncccc4c3)on2)CC1	-4	-9	1	0.8	3
29	Cc1c(C(=O)N2CCCCC2)c(S(=O)(=O)N2CCN(c3ccccc3F)CC2)c(C)n1C	-2	-5	5	0.2	-12
30	O=P(Cc1ccccn1)(c1ccccc1)c1ccccc1	0	4	2	0.1	1
31	Cc1ccc(CN2CCCCC(NC(=O)c3c(F)cccc3F)C2=O)cc1 (stereo unspecified)	0	-1	nt	0.5	-9
32	CC(C)c1ccc(Nc2nnc(SCC(=O)Nc3ncc(S(=O)(=O)c4ccc([N+](=O)[O-])cc4)s3)s2)cc1	2	3	6	0.5	-3
33	COc1ccc(NC(=O)CN(C)C(=O)C(NC(=O)c2ccco2)C(C)C)cc1 (stereo unspecified)	0	-8	-1	0.1	1
34	Nc1nc2c(ncn2[C@@H]2O[C@H](C(=O)N[C@H](Cc3ccccc3)C(=O)NCCCc3ccccc3)[C@@H](O)[C@H]2O)c(=O)[nH]1	0	2	-3	-0.1	0
35	Cc1ccc(N2CCN(S(=O)(=O)N(C)C)CC2)c(C)c1	1	1	-14	-0.4	7
36	Cc1ccc(Cn2nnc3c(=O)n(CC(=O)N4CCCc5ccccc54)cnc32)cc1	-1	4	1	0.1	6

No.	UHRF1 binding	ASAP1 GAP inh	ADAM17 inh	DDE Tn6 FP inh	MBD2 DNA inh
25	2	-11	-2	-2	0
26	-2	-11	5	12	0
27	0	-13	-5	8	0
28	5	2	-8	3	1
29	-2	-3	-1	0	3
30	-3	-1	-4	6	-3
31	2	nt	-1	2	2
32	3	-2	1	7	0
33	4	4	-3	-1	-1
34	4	4	3	2	2
35	-1	-8	-2	-15	-2
36	-3	-5	0	1	-5

No.	canonical_smiles	PLCg1 inh	PLCb3 inh	ARFGAP1 inh	KLK7 zymogen act	DDE Tn7 FP inh
37	COc1ccc(C(CNC(=O)c2ccc(NS(=O)(=O)c3ccc(F)c(C)c3)cc2)N2CCCC2)cc1 (stereo unspecified)	-10	-9	0	-0.7	-5
38	CN(Cc1ccccc1)c1nc2c(c(=O)[nH]c(=O)n2C)n1Cc1ccccc1	-4	-1	-3	0.5	9
39	COCc1cc(=O)[nH]c(/N=C(\N)Nc2ccc(C)cc2)n1	3	8	-7	-0.5	2
40	CCCCCCCCN1C(=O)[C@@H](CC(=O)NCc2cccs2)C[C@@]2(C(=O)OC)C1=C[C@H](C(C)(C)C)O[C@@H]2C	-2	0	-8	0.2	7
41	CCNc1nc(NCC)n2c(SCC(=O)Nc3ccccc3C(F)(F)F)nnc2n1	-19	-1	6	0.0	5
42	COCCNC(=O)C(OC(=O)C1=Cc2ccccc2OC1)C(C)C (stereo unspecified)	-66	-97	6	1.5	-4
43	Cc1ccc(CCNC(=O)CN2C(=O)COc3ccc(S(=O)(=O)N4CCOCC4)cc32)cc1	2	-3	-1	-0.7	1
44	O=C(CCC1CCCCC1)Nc1nncs1	1	-6	-7	0.4	4
45	COC(=O)c1c(-c2ccc(C)cc2)csc1NC(=O)c1c(-c2ccccc2)noc1C	3	-6	-11	-4.6	1
46	C=CCc1ccccc1OCC(O)CN1CCN(CCN2C(=O)c3cccc4cccc(c34)C2=O)CC1 (stereo unspecified)	2	-2	18	-0.6	2
47	CCCNC(=O)C12CCC(C)(C(=O)C1Br)C2(C)C (stereo unspecified)	4	4	0	-0.6	-5

No.	UHRF1 binding	ASAP1 GAP inh	ADAM17 inh	DDE Tn6 FP inh	MBD2 DNA inh
37	-2	-2	-5	5	-2
38	2	2	-2	12	-4
39	0	6	-1	-2	-4
40	-2	-4	-2	3	0
41	-1	-20	-6	1	-5
42	2	-1	-15	2	-9
43	-2	-5	-2	-3	-1
44	26*	1	2	2	-4
45	-1	-1	0	0	-2
46	0	-4	-3	0	1
47	6	8	3	6	1

# Some values from the results shown.
# For UHRF1 binding, cpd 42 has the entry 2
# For ARFGAP1 inh, cpd 46 has the entry 18
# For PLCb3 inh, cpd 47 has the entry 4
# For PLCg1 inh, cpd 40 has the entry -2

# Rows were taken by chance. About 4.1% of those tested had a hit in this group.
